RGS7-Gao reg = human RGS7-Galphao interaction regulation; P09471; Multiplexed bead flow cytometry, RGS7-Galphao binding; actives lie on both sides; binding response (% of control), % at 10 µM; actives 0.35% (n = 220,000); in the data active means binding response below about 49% or above about 150%; inconclusive means no clear call, values can overlap the other calls; inactive means in between;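 further: fluorescent Galphao held in activated GDP-AlF4 state binding bead-coupled RGS7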
Target sequence (P09471 whole entry, looked up): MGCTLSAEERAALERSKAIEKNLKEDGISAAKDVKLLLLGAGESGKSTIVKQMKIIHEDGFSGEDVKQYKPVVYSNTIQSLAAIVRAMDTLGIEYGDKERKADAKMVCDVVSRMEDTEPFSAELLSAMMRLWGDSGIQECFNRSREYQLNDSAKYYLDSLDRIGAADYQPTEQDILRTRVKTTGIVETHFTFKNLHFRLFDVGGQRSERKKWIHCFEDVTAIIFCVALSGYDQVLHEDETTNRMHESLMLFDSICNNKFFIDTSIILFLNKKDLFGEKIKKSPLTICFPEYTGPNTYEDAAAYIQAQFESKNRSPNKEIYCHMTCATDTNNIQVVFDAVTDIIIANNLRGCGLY
RGS4-Gao reg = modulates binding of RGS4 to human Galphao; P09471; Multiplexed bead flow cytometry; actives lie on both sides; binding response (% of control), % at 10 µM; actives 0.33% (n = 220,000); in the data active means binding response below about 49% or above about 150%; inactive means in between;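 further: fluorescent Galphao activated with aluminum fluoride binding bead-coupled RGS4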
RGS8-Gao = regulators of human RGS8-Galphao interaction. P09471. multiplexed bead flow cytometry, RGS8-Galphao binding; actives lie on both sides. response (percent of control binding), % at 10 µM. actives 0.34% (n = 220,000). AID 1423; in the data active means response below about 60% or above about 140%; inactive means in between;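 further: Galphao activated as the GDP aluminium fluoride complex binding bead-coupled RGS8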
* marks the source's active call; other numbers are inactive results; u = inconclusive; x = not tested or not shown. Only part of the results is shown; count on the stated rates, not on these rows.

# | compound | RGS4-Gao reg | RGS7-Gao reg | RGS8-Gao
1 | COc1ccc(OC)c(/C=N/NC(=O)c2cnccn2)c1 | 108.4 | u | 100.6
2 | O=C(Nc1nc2ccccc2c(=O)s1)c1ccco1 | 97.3 | u | 99.0
3 | O=C(c1[nH]ncc1-c1cccc(Br)c1)C1CO1 (stereo not drawn) | 102.5 | u | 100.8
4 | O=C1CCC(=O)N1CCSC(=S)N1CCSCC1 | 105.6 | u | 101.1
5 | c1ccc2c(c1)CCNC2c1ccncc1 (stereo not drawn) | 116.8 | u | 105.0
6 | COc1ccccc1Nc1nc(N)nc(CCl)n1 | 95.8 | u | 101.9
7 | O=C(/C=C/C(=O)N1CCc2ccccc2C1)N1CCc2ccccc2C1 | 96.4 | u | 101.8
8 | CCN(CC)S(=O)(=O)c1ccc(-c2csc(C)n2)s1 | 101.4 | u | 98.6
9 | COc1ccc(Cc2cc(-c3ccc(F)cc3)n[nH]c2=O)cc1 | 102.0 | u | 100.0
10 | CN(/N=C/c1ccc(Cl)cc1Cl)c1ncc(Cl)cc1C(F)(F)F | 90.9 | u | 92.0
11 | C/C(=N\O)C(C)(C)Nc1cccc(Br)c1 | 108.4 | u | 106.0
12 | CCC(O)(CC)C(=O)N/N=C/c1cc(Br)cc(Br)c1O | 93.5 | u | 94.5
13 | C/C=C\C=C/C(=O)Nc1cccc(C2=NOC3(C2)C[C@H](C(N)=O)N(C(=O)CC)C3)c1 (stereo partly drawn) | 100.0 | u | 90.5
14 | Cc1c(S(=O)(=O)c2ccccn2)c(N)n(Cc2ccccc2Cl)c1C | 100.5 | u | 99.5
15 | Cc1ccc(C(C)C)c(OC/C(O)=C(\C#N)c2nc3ccccc3[nH]2)c1 | 102.1 | u | 102.6
16 | CC(C)=NOC(=O)c1c(C)noc1-c1snnc1C | 100.3 | u | 101.4
17 | Cn1c(=O)c([N+](=O)[O-])c(NC2CCS(=O)(=O)C2)c2ccccc21 (stereo not drawn) | 97.8 | u | 99.3
18 | O=[N+]([O-])c1ccc2c(c1N1CCCCC1)=NC1(CCCCC1)[N+]=2[O-] | 101.1 | u | 97.8
19 | Cc1cc(C)n(C(=O)COc2ccccc2[N+](=O)[O-])n1 | 98.1 | u | 97.9
20 | CCc1ccc(NC(=S)NCc2cccnc2)cc1 | 92.8 | u | 94.8

Going on with the list:
# | compound | RGS4-Gao reg | RGS7-Gao reg | RGS8-Gao
21 | Cc1cc(C(=O)COc2cccnc2[N+](=O)[O-])c(C)n1-c1ccccc1F | 90.4 | u | 90.2
22 | O=[N+]([O-])c1ccc(-c2cnc[nH]2)cc1 | 99.4 | u | 100.7
23 | Cc1cc(/C=C(\C#N)C(=O)N2CCOCC2)c(C)n1C1CCCC1 | 116.4 | u | 105.8
24 | C=CCn1c(C)nnc1SCC(=O)N1CCN(S(=O)(=O)c2ccccc2)CC1 | 95.8 | u | 100.0
25 | O=C1CCN(S(=O)(=O)c2ccccc2)CCN1CCOCc1ccccc1 | 95.0 | u | 93.0
26 | O=C(Cn1nc2n(c1=O)-c1ccccc1SC2)N/N=C/c1cccs1 | 100.7 | u | 99.8
27 | O=C(Nc1ccc(S(=O)(=O)N2CCOCC2)cc1)c1cc(-c2cc(Cl)ccc2O)n[nH]1 | 100.1 | u | 101.5
28 | CC(C)n1c(N)c(C#N)c2ccc([N+](=O)[O-])cc2c1=O | 98.0 | u | 103.5
29 | Cn1c(=O)c2c(ncn2CCC(=O)N/N=C/c2ccccc2)n(C)c1=O | 103.2 | u | 99.8
30 | Cn1c(=O)c([N+](=O)[O-])c(NCC2CCCO2)c2ccccc21 (stereo not drawn) | 103.5 | u | 100.4
31 | Cn1c(CBr)c(C(=O)c2ccc([N+](=O)[O-])cc2)c(=O)n(C)c1=O | 105.0 | u | 102.3
32 | CSc1nc2cc(C)nn2c(-c2ccccc2Cl)c1C#N | 98.1 | u | 100.9
33 | COc1cccc(/C=N/NC(=O)C(c2ccncc2)N2CCOCC2)c1 (stereo not drawn) | 97.1 | u | 98.1
34 | Cc1cc(-c2nnnn2-c2cc(Cl)cc(Cl)c2)no1 | 91.6 | u | 97.6
35 | CCC(=O)N1CC2(CC(c3cccc(NC(=O)COc4ccc(Cl)cc4)c3)=NO2)C[C@@H]1C(N)=O (stereo partly drawn) | 103.0 | u | 105.8
36 | OCCC1CN(Cc2cnc(-c3ccc(Cl)cc3)nc2)CCN1C1CCCC1 (stereo not drawn) | 99.6 | u | 103.8
37 | O=C(NC(=O)c1ccccc1)Nc1ccc(-c2cnco2)cc1 | 100.7 | u | 104.2
38 | CCCCN(C)C(=O)Cn1c(=O)oc2cc(S(=O)(=O)N3CC(C)CC(C)C3)ccc21 (stereo not drawn) | 96.4 | u | 98.5
39 | CCn1c(-c2cc(-c3ccccc3)sc2N)n[nH]c1=S | 99.5 | u | 97.7
40 | O=c1[nH]c2ccccc2[nH]c1=O | 99.8 | u | 99.8

Next records:
# | compound | RGS4-Gao reg | RGS7-Gao reg | RGS8-Gao
41 | Cc1cc(C)nc(NS(=O)(=O)c2ccc(NS(=O)(=O)c3ccsc3)cc2)n1 | 90.3 | u | 97.7
42 | N#C/C(=C/c1cccc([N+](=O)[O-])c1)C(=O)Nc1ccccc1O | 121.1 | u | 102.2
43 | O=C(Cc1cccs1)N=Nc1c(O)[nH]c2ccc(Br)cc12 | 102.1 | u | 103.7
44 | Cc1nc2cc(Cl)c(Cl)cc2n1CCCO | 89.3 | u | 94.3
45 | O=C(NC(=S)N1CCN(C/C=C/c2ccccc2)CC1)c1ccc(Cl)nc1 | 99.0 | u | 96.5
46 | COc1cc(/C=N\NC(=O)CNC(=O)C(c2ccccc2)c2ccccc2)ccc1O | 97.5 | u | 97.2
47 | Nc1ccccc1SCc1csc(-c2ccc(Cl)cc2)n1 | 97.2 | u | 99.9
48 | Cc1nn(C)cc1N1C(=O)c2cccc3c(N)ccc(c23)C1=O | 91.0 | u | 96.8
49 | O=C(NCc1ccc(F)cc1)c1ccc(CNc2c(N3CCOCC3)c(=O)c2=O)cc1 | 94.8 | u | 95.7
50 | CNC(=O)NC(=O)C(C)OC(=O)c1ccc(Cl)c(S(=O)(=O)Nc2ccc(F)cc2)c1 (stereo not drawn) | 99.3 | u | 100.3
51 | CC(C)(C)N(CC#CCC(O)(c1ccccc1)c1ccccc1)CCO | 99.2 | u | 98.4
52 | Cc1nnsc1C(=O)NNS(=O)(=O)c1cc(C(F)(F)F)cc(C(F)(F)F)c1 | 101.7 | u | 104.0
53 | COc1ccc(-n2c(=S)[nH]c3[nH]ncc3c2=O)cc1 | 102.7 | u | 101.9
54 | CCn1c(NC(=O)C(C)C)c(-c2cccs2)c(=O)c2ccccc21 | 94.2 | u | 102.2
55 | COc1ccc(-n2c(=S)[nH]c3sc(-c4ccccc4)cc3c2=O)c(OC)c1 | 100.8 | u | 103.8
56 | Fc1ccc(-c2nnc(Cc3ccc(Cl)cc3)o2)cc1 | 102.6 | u | 102.6
57 | Cn1c(SCc2ccccn2)nc2c1c(=O)[nH]c(=O)n2C | 101.0 | u | 100.1
58 | Cc1ccc(C(=O)N[C@H](C(=O)OCC(=O)Nc2cccc(S(N)(=O)=O)c2)C(C)C)cc1 | 95.6 | x | 96.9
59 | Cn1nc(C(F)(F)F)c(-c2ccc(F)cc2)c1NC(=O)c1cccnc1 | 93.6 | u | 98.3
60 | Cc1ccc(C(=O)NC(C(=O)Nc2cccc(S(N)(=O)=O)c2)C(C)C)cc1 (stereo not drawn) | 100.7 | u | 100.3

Next section
# | compound | RGS4-Gao reg | RGS7-Gao reg | RGS8-Gao
61 | NNC(=O)c1ncoc1-c1ccc(Cl)cc1 | 107.8 | u | 99.5
62 | CCN(CC)CC(O)COC(c1ccccc1)c1ccccc1 (stereo not drawn) | 104.8 | u | 101.2
63 | COc1cc(C(F)(F)F)c(C(=O)N(C)Cc2ccc(Cl)c(Cl)c2)cn1 | 94.9 | u | 96.8
64 | Cn1cnc([N+](=O)[O-])c1Cl | 100.7 | u | 100.7
65 | CCOC(=O)c1n[nH]n(-c2cc(Cl)cc(Cl)c2)c1=O | 100.0 | u | 95.9
66 | O=C(O)c1ccc(N/N=C/C=C/c2ccccc2)cc1 | 92.3 | u | 94.8
67 | Cc1noc(C)c1-c1nnc(-c2ccc(OC(F)(F)F)cc2)o1 | 99.2 | u | 98.3
68 | O=c1[nH]nc(SCc2cc(Cl)ccc2Cl)c(=O)[nH]1 | 101.2 | u | 102.1
69 | COC(=O)CCCC1=CC2=C(c3ccccc3)C(=O)C(C)(OC(=O)C3CCCC3)C(=O)C2=CN1Cc1ccc2c(c1)OCO2 (stereo not drawn) | 98.6 | u | 99.6
70 | FC(F)(F)c1ccc(-c2csc(-c3ccno3)n2)cc1 | 98.0 | u | 100.9
71 | Clc1ccc(-c2nnc(N3CCOCC3)o2)cc1 | 105.8 | u | 104.3
72 | O=C(N/N=C/c1cccc([N+](=O)[O-])c1)c1c[nH]c2ccccc12 | 102.3 | u | 101.4
73 | COC(C[C@H](O)C[C@H](O)COCc1ccccc1)OC | 98.4 | u | 99.7
74 | CC(C)CCn1c(NCCc2ccccc2)nc2c1c(=O)n(C)c(=O)n2C | 103.1 | u | 101.1
75 | Cc1cc(C(=O)NNC(=O)c2ccc(C(F)(F)F)cc2)no1 | 100.3 | u | 97.9
76 | Cc1onc(-c2c(F)cccc2Cl)c1C(=O)N1CCSCC1 | 105.0 | u | 100.7
77 | COC(=O)c1ccc(OC)c(OC2CCCC2)c1 | 100.3 | u | 99.9
78 | CCC(C)NC(=O)c1cn(CC)c2cc(N3CCN(C)CC3)c(F)cc2c1=O (stereo not drawn) | 82.8 | u | 99.4
79 | O=C(NCc1ccc2c(c1)OCO2)C1CCCN1S(=O)(=O)c1ccc(F)cc1 (stereo not drawn) | 103.2 | u | 105.6
80 | Cc1onc(-c2ccccc2)c1-c1ccnc(N)n1 | 97.5 | u | 98.7

Additional records:
# | compound | RGS4-Gao reg | RGS7-Gao reg | RGS8-Gao
81 | COC(=O)C1=C(C(=O)OC)[C@@H]2Nc3ccccc3[C@@]23C[C@@H](C(=O)OC)N(C(=O)c2ccc(Br)cc2)C3=N1 | 100.0 | u | 103.8
82 | CNc1ccn(C2CCCO2)c(=O)n1 (stereo not drawn) | 100.9 | u | 101.6
83 | Cc1cc([N+](=O)[O-])nn1CC(=O)N/N=C/c1ccccc1O | 80.2 | u | 86.3
84 | O=C(Cc1ccc(Br)cc1)N/N=C/c1ccc(-c2cccc(C(=O)O)c2)o1 | 101.1 | u | 103.4
85 | O=C(NCc1ccc(OC(F)(F)F)cc1)C1CC(c2cccc(F)c2)=NO1 (stereo not drawn) | 100.7 | u | 100.3
86 | O=C(OCC(=O)N1CCc2ccccc2C1)c1cc(=O)[nH]c2ccccc12 | 99.2 | u | 99.4
87 | COCCOC(=O)c1c(C)oc2ccc(NS(=O)(=O)c3ccc(C)cc3)cc12 | 104.5 | u | 101.3
88 | O=C(N/N=C/c1ccc(N2CCOCC2)s1)c1ccc(NS(=O)(=O)c2cccs2)cc1 | 98.6 | u | 100.6
89 | NC(=O)CC(NC(=O)Cc1cccc2ccccc12)c1ccc(N2CCc3ccccc3C2)c([N+](=O)[O-])c1 (stereo not drawn) | 104.2 | u | 101.1
90 | CC(C)(CCO)NC(=S)NC1CC2C=CC1C2 (stereo not drawn) | 106.2 | u | 102.2
91 | Cc1ccc(C(=O)NCCN2C3=NC[C@H](Cc4ccc(O)cc4)N3C[C@H]2Cc2ccc(O)cc2)cc1Br | 98.9 | u | 103.1
92 | O=c1c2ccccc2c(C=Nc2ccccc2O)c(O)n1-c1nccs1 | 101.2 | u | 101.1
93 | Cc1csc(NC(=O)CCCC(=O)O)c1-c1nc2ccccc2s1 | 97.5 | u | 95.6
94 | Cc1ccc(C)c(N2CN(CCC3=CCCCC3)CNC2=S)c1 | 105.8 | u | 99.2
95 | Cc1ccccc1NC(=O)C(=O)Nc1ccccc1C | 103.0 | u | 102.0
96 | CC(C)n1cnc2c(NCc3ccccc3)nc(NCc3ccccc3)nc21 | 95.3 | u | 98.7

Compound activity as filed in PubChem.
